HIV Rev-RRE inh – HIV-1 Rev-RRE binding inhibitors, primary screen, biochemical, FRET, protein-RNA interaction; 97,000 compounds, 0.79% hits; Rev peptide-RRE RNA binding; AID 704, 2007; inhibition, % at 8 µM; P05866;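 active = inhibition above the screen-wide mean plus 3 SD, cut at about 35% in these data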;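 note: 0% = median DMSO wells and 100% = median Neomycin B control wells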
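Test system: labelled RRE RNA duplex and labelled Rev peptide. Times: 5 min compound–RNA preincubation, then 15 min with peptide, 25 °C. Doses: single-dose 8 µM. Measured by: FRET, excitation 480 nm, emission 540 nm donor and 671 nm acceptor. Measure: % inhibition of FRET ratio versus controls.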
PLK1 inh – human PLK1 kinase inhibitors, primary screen, biochemical, TR-FRET; recombinant PLK1 kinase, TR-FRET peptide phosphorylation; inhibition, % at 10 µM; 97,000 compounds, 0.53% hits; AID 619, 2007;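 active = inhibition of 50% or more in the single-concentration screen; inactive = inhibition below 50%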;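 note: 0% = DMSO max control and 100% = H-89 dihydrochloride min control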
MT1-MMP txn act – MT1-MMP promoter reporter activation – cell-based, luciferase luminescence, primary screen; 86,000 compounds, 0.16% hits; activation factor at 10 µM; HT1080 MT1-MMP promoter luciferase reporter, overnight; stronger effect = higher value;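 active = activation factor of at least 2 for MT1-MMP transcription at 10 µM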
PLK1 PBD inh – Plk1 polo box domain binding inhibitors, primary screen, biochemical, fluorescence polarization. inhibition, %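 (tested at about 20 µM)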. 97,000 compounds, 0.13% hits. Serine/threonine-protein kinase PLK1 (Homo sapiens), P53350. AID 693, 2007. Plk1 PBD phosphopeptide binding; in the data active = inhibition above about 34%, passing the limit was not always enough
S1P2 agonist – S1P2 receptor agonists, primary screen, cell-based | Sphingosine 1-phosphate receptor 2 (Homo sapiens), O95136 | S1P2-expressing cell line, agonist reporter read-out | activation, % at 4.5 µM | 97,000 compounds, 0.46% hits | AID 729, 2007; in the data active = activation above about 16%;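 note: 0% = vehicle low control and 100% = maximal reference agonist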
FAK blocker – FAK kinase inhibitors, primary screen, biochemical; biochemical FAK kinase activity assay; inhibition, %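 (tested at 7 µM)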; 97,000 compounds, 0.84% hits; AID 727, 2007; in the data active = inhibition above about 19%;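 note: 0% = DMSO and 100% = reference compound high control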
S1P2 blocker – human S1P2 receptor antagonists, primary screen, cell-based. Sphingosine 1-phosphate receptor 2 (Homo sapiens), O95136. cell-based S1P2 antagonist assay, inhibition at 5 uM. inhibition, % at 5 µM. 97,000 compounds, 0.21% hits. AID 736, 2007; in the data active = inhibition above about 45%;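 note: CRE beta-lactamase reporter cells expressing human S1P2 stimulated with S1P; 0% = agonist at EC80 alone and 100% = agonist plus reference antagonist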
PLAP activator – PLAP enzyme activators, biochemical, luminescence, HTS | purified PLAP enzyme, luminescent substrate read-out; stronger effect = higher value | activation fold at 20 µM | 96,000 compounds, 1.2% hits | AID 696, 2007; in the data active = activation fold above about 2
EphB4 antag – EphB4-ephrin-B2 interaction antagonists, primary screen, biochemical, TNYL-RAW peptide probe, fluorescence polarization; 97,000 compounds, 0.15% hits; inhibition, % at 7 µM; EphB4 LBD / TNYL-RAW-Alexa532 peptide;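 active = inhibition above the screen-wide mean inhibition plus 3 SD, cut at about 15% in these data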;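 note: 0% = DMSO wells and 100% = excess unlabeled TNYL-RAW peptide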
Target sequence (P54760 whole entry, looked up, the tested form may be a part): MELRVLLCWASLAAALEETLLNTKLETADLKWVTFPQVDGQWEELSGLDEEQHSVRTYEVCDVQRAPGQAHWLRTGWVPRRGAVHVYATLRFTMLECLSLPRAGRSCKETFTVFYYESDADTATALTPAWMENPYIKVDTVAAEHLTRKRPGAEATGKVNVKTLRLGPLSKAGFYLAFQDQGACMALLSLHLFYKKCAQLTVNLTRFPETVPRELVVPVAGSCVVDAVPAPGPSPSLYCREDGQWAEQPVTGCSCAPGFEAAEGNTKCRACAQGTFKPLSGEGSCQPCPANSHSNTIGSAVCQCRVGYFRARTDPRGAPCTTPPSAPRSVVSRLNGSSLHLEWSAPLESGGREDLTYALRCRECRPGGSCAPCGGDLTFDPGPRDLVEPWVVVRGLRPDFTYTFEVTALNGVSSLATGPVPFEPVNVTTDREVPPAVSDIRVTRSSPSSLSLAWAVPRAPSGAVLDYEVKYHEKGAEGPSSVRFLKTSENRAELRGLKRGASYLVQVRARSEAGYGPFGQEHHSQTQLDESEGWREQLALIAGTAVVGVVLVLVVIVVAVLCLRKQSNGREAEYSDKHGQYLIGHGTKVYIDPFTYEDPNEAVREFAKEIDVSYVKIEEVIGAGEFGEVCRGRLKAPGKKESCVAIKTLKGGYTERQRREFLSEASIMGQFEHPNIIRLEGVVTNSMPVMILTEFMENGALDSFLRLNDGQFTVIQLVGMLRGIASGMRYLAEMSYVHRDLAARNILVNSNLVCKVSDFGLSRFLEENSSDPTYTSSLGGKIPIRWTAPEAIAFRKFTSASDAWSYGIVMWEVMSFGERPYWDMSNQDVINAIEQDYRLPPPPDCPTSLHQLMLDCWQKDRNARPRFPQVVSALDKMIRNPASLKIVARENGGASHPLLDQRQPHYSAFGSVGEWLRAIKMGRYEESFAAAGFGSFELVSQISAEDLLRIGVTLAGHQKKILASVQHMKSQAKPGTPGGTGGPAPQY
* = called active by the depositor; . = not tested or not shown.

HIV Rev-RRE inh	PLK1 inh	MT1-MMP txn act	PLK1 PBD inh	S1P2 agonist	FAK blocker	S1P2 blocker	PLAP activator	EphB4 antag	SMILES
0	-29	1	-10	1	0	-44	2.1*	1	O=C(NCc1ccco1)c1ccccc1NS(=O)(=O)c1ccc(Cl)s1
5	-5	1.1	-10	-4	-4	-16	.	8	CC(c1ccccc1)n1cc(C(=O)NCCN2CCOCC2)nn1 (stereo unspecified)
-4	-12	1	6	-2	8	-2	1.4	-7	COc1ccccc1-c1c(C)nn2c(N3CCCCCC3)cc(C)nc12
12	-11	.	-12	0	3	-1	1.2	3	CC(=O)Nc1cccc(C(=O)OC(C(=O)c2ccc(C)cc2)c2ccccc2)c1 (stereo unspecified)
-3	5	1.1	-8	-4	-1	12	1	-1	O=C(NC1(C(F)(F)F)NC(=O)N(Cc2cccnc2)C1=O)c1ccccc1Cl (stereo unspecified)
8	-7	1.3	-4	-2	-2	-5	.	7	CC/C(=N\n1nnnc1Nc1ccccc1)c1ccccc1
8	0	1.2	18	-5	12	60*	1	7	Cc1cc(-n2c(C)cc(C(=O)CSc3ncnc4ccccc34)c2C)no1
-6	-7	.	-8	-1	1	-24	1.3	-8	Cc1ccc(/C=N\n2c(-c3ccccc3)n[nH]c2=S)s1
2	-14	1	1	0	6	-15	1.8	-5	O=C(C(Cc1ccccc1)n1cccc1)N1CCN(Cc2ccccc2)CC1 (stereo unspecified)
-3	17	.	9	-3	10	-25	1.2	-4	CCOC(=O)C1CCCN(c2ccc(NC(=O)c3snc4c(=O)[nH]c(C)nc34)cc2)C1 (stereo unspecified)
2	-1	.	3	-6	-6	-3	1.1	6	CCCCNC(=O)c1onc(CSc2ccccc2CC)c1C(=O)O
-3	-9	1.3	-14	1	1	-12	0.8	2	C[N+]12CCCCC1C(COC(=O)c1ccc3c(c1)OCO3)CCC2 (stereo unspecified)
7	-1	1	-3	-2	-1	-11	.	0	O=C(O)C1CSC2(CCN(Cc3ccccc3)CC2)N1 (stereo unspecified)
16	2	1.1	-4	1	4	-28	.	2	CCOc1nc(-c2ccncc2)nc2ccccc12
4	-8	.	4	-2	3	7	0.9	3	CO/N=C(\CS(=O)(=O)Cc1ccc(OC)cc1)c1ccc(Cl)cc1
10	-15	1.2	-7	-2	1	-11	0.8	3	COc1ccc(C(=O)Oc2ccc3oc(=O)sc3c2)cc1
8	6	.	18	-2	2	-4	0.9	3	c1ccc2nc(N3CCOCC3)cnc2c1
7	-23	.	-11	-3	0	-4	2*	5	COc1ccc(Cl)cc1NC(=O)CN(C)C(=O)CNC(=O)C12CC3CC(CC(C3)C1)C2
-3	-12	1.2	-4	-4	-1	-1	1.3	-4	Cc1cc(C(=O)CSc2nnc(-c3cccs3)n2Cc2ccccc2)c(C)n1C
4	-7	.	-37	-8	2	-23	1	5	CCOC(=O)c1c(-c2ccccc2)nc2c(C)cccn12
5	-9	1.2	-18	-8	-2	-8	0.9	1	CC1CCN(C(=S)c2ccc(O)cc2)CC1
-1	-14	1.3	3	-1	2	-10	.	-8	O=C(Nc1cccc(NC(=O)c2ccc(-c3ccc(Br)cc3)o2)c1)c1ccco1
6	-52	1.2	11	1	2	-42	0.8	1	C=C(C)COc1ccc(-c2nc(N)ncc2Oc2ccccc2OCC)c(O)c1
-3	-11	1.1	14	-7	-5	-9	1.9	-12	O=C(Nc1ccccc1C(=O)N1CCN(Cc2ccccc2)CC1)c1ccccn1

Complete entries, looked up by structure. Screens in order: HIV Rev-RRE inh	PLK1 inh	MT1-MMP txn act	PLK1 PBD inh	S1P2 agonist	FAK blocker	S1P2 blocker	PLAP activator	EphB4 antag
`CCOc1nc(-c2ccncc2)nc2ccccc12` is listed as 16	2	1.1	-4	1	4	-28	.	2
`O=C(O)C1CSC2(CCN(Cc3ccccc3)CC2)N1` (stereo unspecified) is listed as 7	-1	1	-3	-2	-1	-11	.	0

New compounds follow:
HIV Rev-RRE inh	PLK1 inh	MT1-MMP txn act	PLK1 PBD inh	S1P2 agonist	FAK blocker	S1P2 blocker	PLAP activator	EphB4 antag	SMILES
-3	1	1.1	28	-1	-1	-1	1.4	-8	COc1ccc(C(=O)N(CCCO)Cc2cc3c(C)ccc(C)c3[nH]c2=O)cc1OC
8	-3	1	-12	-11	-2	-9	.	-6	C=C(C)Cn1c(CCNC(=O)CC)nc2ccccc21
1	-3	.	-42	-11	0	11	0.9	-1	CC(Oc1ccc(Cl)cc1)C(=O)/C=C/N(C)C (stereo unspecified)
-2	-4	1.1	-31	-2	-6	-3	1.1	-2	CC1CCCCN1S(=O)(=O)c1ccc2c(c1)oc(=O)n2CC(=O)O (stereo unspecified)
7	-20	1.1	4	-2	1	13	1.4	-3	O=C1CCCc2c1cc(C(=O)NCCCN1CCOCC1)c(=O)n2-c1ccc(Cl)cc1
11	-3	.	32	-4	0	4	1.1	-2	O=C(c1ccccc1)N1CCC(O)(c2cccnc2)CC1
9	-5	1.1	-7	-5	2	8	.	-2	COc1ccc(/C(O)=C2/C(=O)C(=O)N(CCN(C)C)C2c2ccc(OC)c(OC)c2)c(C)c1 (stereo unspecified)
5	-9	1	-15	-4	2	-6	0.9	-4	CN1C(=O)C2(OCC(COc3ccc(Cl)cc3)O2)c2ccccc21 (stereo unspecified)
2	-6	.	25	1	32*	-4	1	1	CC(=O)c1ccc(Cc2ncc(C(F)(F)F)cc2Cl)s1
3	-8	1.2	-6	-5	-2	-4	1.1	-5	COC(=O)NC1(C(F)(F)F)C(=O)NC(C)=C1C(=O)OC (stereo unspecified)
8	-12	1	30	-2	-2	-33	0.7	-2	O=C(OCC#CCSc1nnc(-c2ccccc2)o1)c1cccs1
3	-9	1.1	3	-2	2	12	0.9	6	CCC(CO)N=CC1=C(O)C(C(=O)c2ccccc2)CCC1=O (stereo unspecified)
4	-7	1.3	0	-3	1	-28	1.3	-3	CC(=O)Nc1nonc1NC(=O)CSc1ccccn1
-5	3	1.6	-25	-4	3	0	0.9	-5	CCC(C)NC(=O)CCCc1ccccc1 (stereo unspecified)
1	3	1.1	-14	-8	-5	-11	1.6	-7	CN(C)CCCN(C(=O)c1cccs1)c1nc(-c2ccccc2)cs1
4	-10	.	10	1	1	-8	0.8	4	Cn1c(SCC(=O)N(Cc2ccccc2)C(C)(C)C)nc2ccccc21
4	-6	.	-2	-6	4	14	1	10	CO/N=C(/CNC(=O)c1ccc(F)cc1)c1ccc(Cl)cc1
8	-6	1	9	-11	5	8	1	-3	CSc1ncc2c(n1)-c1cc(C)ccc1SC2
41*	-5	1	-10	-5	1	23	0.9	-8	COn1cnnc1-c1ccccc1
0	-21	1.4	1	-9	7	7	1	-3	CC(=O)Nc1cccc(OCC(=O)Nc2ccccc2)c1
6	-6	1.2	-3	-2	1	6	0.9	7	CCCCC(=O)Nc1ccc(C(=O)NCc2ccncc2)cc1
9	-9	1.2	-20	-4	3	20	1.8	2	COc1ccc2c(c1)c(C(O)CN1CCN(Cc3ccc4c(c3)OCO4)CC1)c(C)n2C (stereo unspecified)
9	-9	.	13	0	2	2	1.5	0	CCc1ccc(/C=N/NC(=O)c2cc(C3CC3)nc3ccc(Br)cc23)s1
5	-11	1.2	-5	-1	3	1	0.8	4	CCn1nc(CC(=O)Nc2ccc(-n3cnnn3)c(OC)c2)c2ccccc2c1=O
10	-7	1	-18	-3	1	-10	0.9	-8	O=C(O)C1CCCCC1C(=O)NCCc1ccncc1 (stereo unspecified)
-3	-6	.	-6	1	5	11	1.2	-4	Cc1ccc(-c2nnn(CC(=O)N(c3ccccc3F)C(C(=O)NCC3CCCO3)c3c[nH]c4ccccc34)n2)cc1 (stereo unspecified)
5	-10	1.1	-18	-7	1	4	1	1	COc1ccccc1-c1cc(C(=O)Nc2cc(C)on2)no1
3	-14	1.3	-9	-3	4	2	1	-6	O=c1[nH]c(=S)c2c(n1-c1ccccc1)CCC2
6	-14	.	-1	-2	9	21	1.1	8	CCC1CCCCN1C/C=C/c1ccccc1[N+](=O)[O-] (stereo unspecified)
5	-11	1	8	-5	6	20	0.8	7	CCOC(=O)c1[nH]c(C)c(C(=O)Nc2ccc(F)cc2)c1C
7	-9	1.3	4	-2	-3	0	1.1	8	O=C(O)c1[nH]c2ccccc2c1-c1ccccc1
6	-4	1.1	-1	-3	-4	-15	1.1	-10	O=C(Nc1scc(-c2ccccc2)c1C(=O)O)c1ccco1
-1	-13	.	-1	1	3	-26	1.7	-4	COc1ccccc1NS(=O)(=O)c1cc(C(=O)N2CC(C)CC(C)C2)ccc1C (stereo unspecified)
4	-2	.	-13	-1	1	4	1.1	3	CCNc1nc(NCC)nc(N/N=C/c2ccc([N+](=O)[O-])o2)n1
2	-10	1.1	-18	1	-2	-1	0.9	-3	CCn1c(=O)c2c(n3cnnc13)-c1ccccc1CC21CCCCC1
4	-6	1.1	-26	1	2	-24	0.9	-9	c1ccc2c(c1)OCC(c1csc3ncnc(N4CCOCC4)c13)O2 (stereo unspecified)

Molecules listed so far that have fluorine (6):
HIV Rev-RRE inh	PLK1 inh	MT1-MMP txn act	PLK1 PBD inh	S1P2 agonist	FAK blocker	S1P2 blocker	PLAP activator	EphB4 antag	SMILES
-3	5	1.1	-8	-4	-1	12	1	-1	O=C(NC1(C(F)(F)F)NC(=O)N(Cc2cccnc2)C1=O)c1ccccc1Cl (stereo unspecified)
2	-6	.	25	1	32*	-4	1	1	CC(=O)c1ccc(Cc2ncc(C(F)(F)F)cc2Cl)s1
3	-8	1.2	-6	-5	-2	-4	1.1	-5	COC(=O)NC1(C(F)(F)F)C(=O)NC(C)=C1C(=O)OC (stereo unspecified)
4	-6	.	-2	-6	4	14	1	10	CO/N=C(/CNC(=O)c1ccc(F)cc1)c1ccc(Cl)cc1
-3	-6	.	-6	1	5	11	1.2	-4	Cc1ccc(-c2nnn(CC(=O)N(c3ccccc3F)C(C(=O)NCC3CCCO3)c3c[nH]c4ccccc34)n2)cc1 (stereo unspecified)
5	-11	1	8	-5	6	20	0.8	7	CCOC(=O)c1[nH]c(C)c(C(=O)Nc2ccc(F)cc2)c1C
